Screens (PubChem)
TNAP activation fold = human TNAP enzyme activators, primary screen, biochemical, luminescent, no phosphate acceptor, uHTS (AID 1001) | Alkaline phosphatase, tissue-nonspecific isozyme (Homo sapiens) | purified TNAP, luminescent activation assay, no phosphate acceptor; higher activation fold means a stronger effect | one-dose activation fold at 20 µM; EC50 in µM for titrated hits | 0.03% of 200,000 active; in the data active = activation fold from about 3, or a potency from the dose series; inactive = the rest, 99 in 100 with activation fold below about 1.6; also: many of its hits are not listed in these tables
P. falciparum M17LAP = P. falciparum M17LAP inhibitors, primary screen, biochemical, fluorogenic H-Leu-NHMec substrate, 1536-well (AID 1619). Leucine aminopeptidase (Plasmodium falciparum (isolate 3D7)). recombinant M17LAP, H-Leu-NHMec fluorogenic kinetic assay; higher % means a stronger effect. 0.38% of 220,000 active. inhibition, % at 30 µM, or IC50 in µM where a hit was titrated;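 active = compound inhibiting the enzyme by more than half at any dose during confirmatory dose-response retesting; inconclusive = strong single-dose inhibitors picked by rank but not retested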;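 also: plate controls were full reaction with DMSO carrier for no effect and no enzyme background for full effect; strong numbers were not always called active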
human PMI inhibitors = human PMI inhibitors, high substrate, primary screen, biochemical, fluorescence intensity, high mannose 6-phosphate (AID 1220). recombinant PMI enzyme, coupled fluorescence intensity; higher % means a stronger effect. Mannose-6-phosphate isomerase (Homo sapiens). 0.66% of 190,000 active. one-dose inhibition, % at 20 µM; IC50 in µM for titrated hits
West Nile virus CPE = West Nile virus antiviral activity, cell-based, CPE readout (AID 1621) | CPE inhibition, % at 10 µM, or IC50 in µM where a hit was titrated | West Nile virus-infected cells, CPE inhibition; higher % means a stronger effect | 0.02% of 290,000 active; in the data active = a potency from the dose series; inconclusive = CPE inhibition mostly from about 3.7% at the one dose, without a potency; inactive = the rest, 99 in 100 with CPE inhibition below about 2.2%; also: strong numbers were not always called active
RSV CPE inhibition = RSV antiviral activity via CPE protection, HEp-2 cells, primary 10 µM value included (AID 2391). HEp-2 cells, RSV-induced CPE inhibition; higher % means a stronger effect. one-dose CPE inhibition, % at 10 µM; IC50 in µM for titrated hits. 0.13% of 310,000 active; in the data active = a potency from the dose series; inconclusive = CPE inhibition mostly from about 23% at the one dose, without a potency; inactive = the rest, 99 in 100 with CPE inhibition below about 21%; also: strong numbers were not always called active
M1AAP inhibition = P. falciparum M1AAP inhibitors, biochemical, fluorogenic H-Leu-NHMec substrate, 1536-well (AID 1445); Aminopeptidase N (Plasmodium falciparum (isolate 3D7)); recombinant M1AAP, H-Leu-NHMec fluorogenic kinetic assay; higher % means a stronger effect; one-dose inhibition, % at 30 µM; IC50 in µM for titrated hits; 0.42% of 220,000 active;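 active = primary inhibition above the hit cutoff, then over 50% inhibition at one or more dose response concentrations, cut at about 23% in these data, passing the limit was not always enough; inconclusive = conflicting primary data, or primary hits not chosen for dose response; inactive = low primary inhibition, or under 50% at every dose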;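 also: plate controls were DMSO full reaction for no effect and no enzyme background for full effect; strong numbers were not always called active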
PMI inhibitors = inhibitors of human PMI, primary screen, biochemical, fluorescence intensity, coupled assay (AID 1209); purified PMI enzyme, coupled fluorescence intensity; higher % means a stronger effect; 0.42% of 190,000 active; inhibition, % at 20 µM, or IC50 in µM where a hit was titrated;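 also: plate controls were DMSO vehicle for no effect and wells lacking substrate for full effect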
K1F lysis inhibition = inhibition of K1F phage lysis, E. coli UTI89, bacterial capsule biogenesis inhibitors, alamar blue (AID 488966); E. coli UTI89 K1F phage lysis, alamar blue, 2 h; higher % means a stronger effect; one-dose inhibition, % at 100 µM; IC50 in µM for titrated hits; 0.02% of 340,000 active;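 active = phage lysis inhibition, versus mean bacterial control, above a set limit; inconclusive = no clear call, values can overlap the other calls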;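 also: capsule biogenesis inhibitors block K1F phage lysis so surviving cells raise fluorescence; higher fluorescence means more inhibition of phage lysis; actives were called in the ten point dose series up to 300 µM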
T cell modulator = modulators of CD8 T cell-vesicle binding, primary screen, mouse 2C CD8+ T cells, flow cytometry. AID 2052, 2009. 0.068% of 330,000 active. calls only at 7 µM. 2C CD8+ T cell-vesicle binding; stronger effect = lower value;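 active = response, share of CD8 T cells binding vesicles, and their 90th percentile fluorescence all below set limits, cut at about 80% in these data, passing the limit was not always enough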
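Material: murine 2C transgenic CD8+ T lymphocytes / Also added: QL9-peptide-loaded Drosophila micro-vesicles bearing Ld, ICAM-1 and B7-1 / Schedule: binding step 1.5 h, 37 °C, antibody labelling 20 min, ice / Signal: flow cytometry, PE anti-B7-1 (FL2) versus Alexa647 anti-CD8 (FL8), PFA-fixed / Evaluation: percent CD8+ FL2 mean versus row control / Benchmarks: naked versus QL9-loaded vesicles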
T cell modulator vesicle-bound % = also measured in T cell modulator; calls as there; double positive events, %; measured here: CD8+ vesicle-bound cell fraction;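 binding gate set so that unloaded-vesicle control wells show 10% double positive cells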
* marks the source's active call; other numbers are inactive results; i = inactive; ? = inconclusive; · = no result given; [ ] = another dose, or the depositor's remark. Rule as the data show it, unless noted: active = inhibition above about 50%; inactive = the rest.

#	structure	TNAP activation fold	P. falciparum M17LAP	human PMI inhibitors	West Nile virus CPE	RSV CPE inhibition	M1AAP inhibition	PMI inhibitors	K1F lysis inhibition	T cell modulator	T cell modulator vesicle-bound %
1	CCCc1nnc(NC(=O)CCC(=O)Nc2ccc(F)cc2)s1	0.6	-4.1%	11.7%	-0.3%	-0.4%	-2.5%	6.4%	2.2%	i	22.7
2	CSc1cccc(CN2CCCC(C(=O)Nc3cccc(-n4cccn4)c3)C2)c1 (stereo not drawn)	·	·	·	0.1%	-0.4%	·	·	0.2%	i	58.8
3	CCOc1ccc(S(=O)(=O)N(C)c2ccc(OCC(=O)Nc3nc4ccccc4s3)cc2)cc1	1.2	5.5%	6.5%	2.9%	2.2%	1.5%	9.7%	-1.1%	i	10.5
4	COc1ccccc1/C=C/C=N/NC(=O)c1cc(-c2ccco2)[nH]n1	·	-2.5%	·	0.0%	10.1%	12.5%	·	·	i	21.4
5	COc1ccc(NC(=O)NNC(=O)COc2ccc([N+](=O)[O-])c(C)c2)cc1OC	·	·	·	-0.1%	2.0%	·	·	0.3%	i	66.2
6	CCN1CCN(Cc2nc3cc(NC(=O)COc4ccc([N+](=O)[O-])cc4)ccc3n2C)CC1	·	·	·	-0.5%	0.1%	·	·	0.1%	i	8.7
7	O=C1c2[nH]nc(-c3ccccc3O)c2C(c2ccc(F)cc2)N1Cc1ccco1 (stereo not drawn)	1.7	6.2%	-0.8%	-0.8%	21.5%	0.5%	9.5%	0.1%	i	21.5
8	CCCN(c1ccccc1F)S(=O)(=O)c1c[nH]c(C(=O)OC)c1	·	·	·	-0.4%	3.2%	·	·	0.2%	i	33.1
9	COCCSc1nnc(-c2cnccn2)o1	1.1	2.1%	0.7%	-0.1%	0.4%	4.8%	-3.5%	0.5%	i	42.8
10	COc1ccccc1Cn1cnc2cccnc21	1.1	-4.2%	5.4%	0.3%	1.7%	9.8%	9.9%	1.0%	i	48.7
11	COc1ccc(-c2noc(-c3cc(Cl)ccc3Cl)n2)cc1OC	1.2	4.4%	0.0%	-0.3%	·	5.5%	0.4%	·	·	·
12	CC1(C)CC(=O)c2cnc(N3CCc4ccccc43)nc2C1	·	-0.8%	·	-0.4%	4.0%	4.2%	·	0.0%	i	23.1
13	CSc1ncccc1C(=O)OCC(=O)N1CCOCC1	1.1	16.9%	-4.8%	0.3%	-0.8%	0.9%	-1.7%	0.5%	i	6.7
14	CCSc1nc(N2CCCCC2)c2c(c1C#N)CCCC2	1	-3.7%	5.1%	-0.2%	-0.3%	4.2%	0.4%	1.1%	i	11.1
15	Cc1ccc(N2CC(C(=O)NCCS(=O)(=O)N3CCN(c4ccccc4)CC3)CC2=O)cc1 (stereo not drawn)	·	·	·	-0.1%	0.1%	·	·	0.6%	i	11.0
16	O=C(N/N=C/c1cccc(O)c1)c1ccc2c(c1)OCCO2	·	·	·	2.4%	2.4%	·	·	0.2%	i	35.9
17	Cc1ccc(C(=O)NCCc2nnc3ccc(SCC(=O)Nc4ccc(C)cc4C)nn23)cc1	1	16.0%	-0.8%	-0.4%	2.0%	1.7%	5.1%	0.2%	i	5.4
18	Cc1csc(N2CCCC2c2nc3cc(Cl)c(N4CCCCC4)cc3n2CCOCCO)n1 (stereo not drawn)	·	·	·	-0.2%	1.8%	·	·	3.2%	i	40.0
19	COc1ccc(/C=N/NC(=O)c2ccc3nc[nH]c3c2)c(OC)c1	·	·	·	-0.5%	1.2%	·	·	-0.1%	i	9.7
20	COc1ccc(/C=N/NC(=O)C(=O)N2CCCCCC2)cc1	·	·	·	-0.1%	1.2%	·	·	-0.1%	i	22.4
21	Cc1csc(=O)n1CC(=O)OCc1cccc2ccccc12	1.1	1.3%	17.4%	0.5%	0.0%	2.1%	16.7%	1.0%	i	12.4
22	CC(C)c1ccc(NC(=O)COC(=O)COc2ccccc2)cc1	1	5.8%	13.6%	0.7%	0.7%	5.0%	16.9%	0.1%	i	47.5
23	COc1ccccc1NC(=O)C1=C(C)N(c2ccccc2)C(=S)NC1c1cccc(C(F)(F)F)c1 (stereo not drawn)	1.2	4.8%	-3.2%	1.2%	13.9%	0.6%	-10.8%	0.4%	i	22.5
24	CCCC/S(CC1CC1(Cl)Cl)=N\S(=O)(=O)c1ccc(C)cc1 (stereo not drawn)	1	6.1%	-5.8%	-1.1%	4.9%	10.2%	-4.7%	1.9%	i	42.0
25	COc1ccc(C2N(C(C)=O)CCN2S(=O)(=O)c2ccc(C)cc2)cc1 (stereo not drawn)	·	·	·	-0.5%	2.0%	·	·	-0.6%[50 µM]	i	15.4
26	C=CCn1c(SCC2CCCCO2)nc2sc(CC)cc2c1=O (stereo not drawn)	·	4.6%	·	-0.3%	6.2%	-1.4%	·	0.0%	i	15.5
27	S=C(NNc1nc(Nc2ccccc2)nc(N2CCCCC2)n1)NC1CCCCC1	2	8.6%	-3.2%	-0.1%	12.3%	-9.5%	-2.5%	4.2%	i	60.8
28	COc1cccc(NC(=O)c2ccc(N3C(=O)C4CCC(C)CC4C3=O)cc2)c1 (stereo not drawn)	·	·	·	0.0%	1.7%	·	·	-0.1%[50 µM]	i	65.7
29	Cc1ccccc1-c1ncc(CN2CCN(C3CCCCC3)C(CCO)C2)cn1 (stereo not drawn)	1	19.7%	4.2%	0.1%	-2.8%	1.7%	3.3%	3.3%[50 µM]	i	46.3
30	O=C(CCc1ccccc1)N1CCCC1	·	·	·	-0.5%	0.0%	·	·	0.3%	i	13.8
31	CCN(CCC(=O)Nc1cc([N+](=O)[O-])ccc1OC)Cc1ccccc1	1	10.3%	-11.3%	-0.6%	1.7%	6.0%	-1.1%	-4.0%	i	31.6
32	CCCCCCCCCCS(=O)(=O)N/N=C/c1ccc([N+](=O)[O-])cc1	1	7.8%	-7.3%	-0.3%	0.9%	2.8%	14.1%	-1.1%	i	49.2
33	COc1ccc(-n2c(=O)[nH]cc(C(=O)N3CCc4ccccc43)c2=O)cc1	1.1	5.1%	2.5%	0.2%	0.5%	-7.8%	6.0%	0.2%	i	7.0
34	Cc1cc(NC(=O)c2cccc(Oc3ccccc3)c2)n[nH]1	1.9	-5.7%	11.4%	-0.5%	2.9%	-3.1%	14.3%	0.6%	i	36.1
35	O=C(NCC1CCCCC1)C1CCC(=O)N(CCc2cccc(F)c2)C1 (stereo not drawn)	·	·	·	-0.6%	0.7%	·	·	0.1%	i	24.3
36	CCC(C)Nc1nc2c(c(=O)n(C)c(=O)n2C)n1Cc1cccc(C)c1 (stereo not drawn)	1.1	-1.9%	-1.9%	0.0%	0.0%	1.3%	2.8%	-0.4%	i	16.4
37	CCOC(=O)c1[nH]c2cc(OC)c(OC)cc2c1NC(=O)C(C)N1CCN(Cc2ccccc2)CC1 (stereo not drawn)	1.1	-41.3%	3.5%	1.0%	-1.7%	18.5%	4.1%	-0.1%	i	43.6
38	Oc1ccc(CCNc2c3ccccc3nc3ccccc23)cc1O	·	·	·	-0.7%	3.1%	·	·	1.2%	i	25.9
39	COc1ccc(-c2cnc(N)n2CC2CCCO2)cc1 (stereo not drawn)	1.1	0.1%	-0.3%	-0.7%	1.9%	1.7%	12.2%	0.2%	i	22.7
40	Cc1ccc(-n2c(CCc3nc4ccccc4[nH]3)n[nH]c2=S)cc1	2	-13.7%	·	0.4%	1.3%	6.0%	·	0.4%	i	28.3
41	CC(/C=C1\SC(=S)N(NS(=O)(=O)c2ccccc2)C1=O)=C\c1ccccc1	·	23.7%	·	0.1%	?	45.4µM*	·	-3.2%[50 µM]	i	46.3
42	O=C(N/N=C\c1ccc(-c2ccc([N+](=O)[O-])cc2)o1)C1COc2ccccc2O1 (stereo not drawn)	0.9	1.9%	-8.4%	-0.5%	2.9%	5.7%	-9.7%	1.3%	i	22.4
43	COc1ccc(NCc2nnc(SCC(=O)Nc3nc(-c4ccccc4)cs3)n2-c2ccccc2)cc1	1	4.8%	7.7%	?	0.8%	9.6%	2.4%	2.3%	i	7.6
44	CCCC(=O)Nc1ccc(C(=O)Nc2nnc(COC)s2)cc1	1.1	3.6%	2.1%	0.7%	2.6%	1.8%	-5.2%	0.2%	i	16.8
45	Cc1cc(C)cc(NC(=O)CCNS(=O)(=O)c2cc(Br)cnc2N)c1	·	·	·	-0.6%	1.6%	·	·	0.1%	i	51.1
46	NNC(=O)C1=NOC(CNc2ncc(C(F)(F)F)cc2Cl)C1 (stereo not drawn)	1.1	3.6%	-10.7%	0.0%	·	2.6%	-7.1%	-0.1%	i	49.9
47	COc1cccc(/C=N/NC(=O)CC2C(=O)NN=C2C)c1OC (stereo not drawn)	1.1	23.5µM*	2.0%	0.3%	0.4%	7.8%	-0.6%	1.6%	i	50.8

Entries of single compounds, quoted from the list. Screens in order: TNAP activation fold, P. falciparum M17LAP, human PMI inhibitors, West Nile virus CPE, RSV CPE inhibition, M1AAP inhibition, PMI inhibitors, K1F lysis inhibition, T cell modulator, T cell modulator vesicle-bound %
CCN(CCC(=O)Nc1cc([N+](=O)[O-])ccc1OC)Cc1ccccc1 is listed with 1, 10.3%, -11.3%, -0.6%, 1.7%, 6.0%, -1.1%, -4.0%, i, 31.6
CCC(C)Nc1nc2c(c(=O)n(C)c(=O)n2C)n1Cc1cccc(C)c1 (stereo not drawn) is listed with 1.1, -1.9%, -1.9%, 0.0%, 0.0%, 1.3%, 2.8%, -0.4%, i, 16.4
Oc1ccc(CCNc2c3ccccc3nc3ccccc23)cc1O is listed with ·, ·, ·, -0.7%, 3.1%, ·, ·, 1.2%, i, 25.9
CC(/C=C1\SC(=S)N(NS(=O)(=O)c2ccccc2)C1=O)=C\c1ccccc1 is listed with ·, 23.7%, ·, 0.1%, ?, 45.4µM*, ·, -3.2%[50 µM], i, 46.3
COc1ccc(-n2c(=O)[nH]cc(C(=O)N3CCc4ccccc43)c2=O)cc1 is listed with 1.1, 5.1%, 2.5%, 0.2%, 0.5%, -7.8%, 6.0%, 0.2%, i, 7.0
